Compound activity (PubChem)
OX1R antag-1 = OX1R (human) antagonism; O43613; OX1R-expressing cells, FRET antagonist read-out; inhibition, % at 6.6 µM; hit rate 1.8% among 330,000; AID 485270; in the data active means inhibition mostly above about 38%, no sharp cut-off; inactive means mostly below about 40%;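 further: 0% = agonist challenge alone and 100% = reference antagonist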
Target sequence (O43613 whole entry, looked up): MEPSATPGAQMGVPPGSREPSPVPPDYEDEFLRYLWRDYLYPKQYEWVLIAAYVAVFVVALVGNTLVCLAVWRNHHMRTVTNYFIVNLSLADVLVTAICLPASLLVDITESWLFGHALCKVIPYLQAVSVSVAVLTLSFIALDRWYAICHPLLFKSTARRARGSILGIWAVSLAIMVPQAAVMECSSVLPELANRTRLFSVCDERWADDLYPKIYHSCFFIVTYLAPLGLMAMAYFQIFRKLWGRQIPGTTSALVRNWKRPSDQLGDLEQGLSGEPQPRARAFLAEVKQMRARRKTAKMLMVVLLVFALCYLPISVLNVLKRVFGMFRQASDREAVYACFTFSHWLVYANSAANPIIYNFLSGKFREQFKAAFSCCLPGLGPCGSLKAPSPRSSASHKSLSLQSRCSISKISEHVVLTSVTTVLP
OX1R antag-2 = antagonists of human orexin 1 receptor; O43613; CHO/OX1R cells, Fluo-8 calcium fluorescence, orexin A; inhibition, % at 5 µM; hit rate 0.43% among 330,000; AID 434989;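 active means inhibition above its plate's threshold, mean inhibition of all tested compounds on the plate plus 3 SD, cut at about 37% in these data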;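 further: 0% = orexin A challenge wells and 100% = SB-334867-A antagonist wells; not every result past the cut was called active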
* = called active by the depositor.

OX1R antag-1	OX1R antag-2	mol
4	11	O=C(c1c(O)cc(O)cc1O)C1c2c(cc(O)c3c2O[C@H](c2ccc(O)cc2)[C@@H](O)C3)OC1c1ccc(O)cc1 (some centres undefined)
1	-20	O=C1CN(C(=O)c2cc3ccccc3oc2=O)C(c2ccc(F)cc2)c2cc(Br)ccc2N1 (centres undefined)
19	-30	CC(C)c1ccc(N2C(=O)CC(Sc3nc4ccccc4o3)C2=O)cc1 (centres undefined)
13	-13	Cc1ccc(C)c(SCC(=O)OCC(=O)Nc2ncc(C(F)(F)F)cc2Cl)c1
14	-17	Cc1ccc(S(=O)(=O)Cc2sc3ccccc3[n+]2C)cc1
30	27	COc1cc(NC(=O)C2CCCN(S(=O)(=O)c3ccc4[nH]c(=O)ccc4c3)C2)cc(OC)c1 (centres undefined)
0	-3	CC(=O)Nc1ccc(NC(=O)C(OC(=O)c2ccccc2)C(OC(=O)c2ccccc2)C(=O)O)cc1 (centres undefined)
-1	-7	CC(=O)n1cc(N(C(=O)CCl)c2ccc(Cl)cc2)c2ccccc21
14	-12	COC(=O)C1CCN(C(=O)Cc2ccc(Br)cc2)CC1
12	-10	CN(C)CCCN1C(=O)CSC1c1ccc([N+](=O)[O-])cc1 (centres undefined)
31	-22	CC1(C)CC(=O)C(N=Nc2ccc3ncsc3c2)=C(O)C1
3	-5	Cc1ccc(C)c(N(CC(=O)Nc2cc(Cl)ccc2Oc2ccccc2)S(C)(=O)=O)c1
15	-12	CN(C(=O)n1cnc2ccccc21)c1ccccc1
14	-11	CN1/C(=C/C2CC(=O)NC2=O)C(C)(C)c2ccccc21 (centres undefined)
4	-23	CCN(CC)c1ccc(/C=N/N2CCN(Cc3ccc(C)cc3C)CC2)c(O)c1
21	-11	COc1ccccc1-n1c(-c2ccc(Cl)cc2)c[nH]c1=S
29	-18	CC1(C)CC(=O)C(N=Nc2ccc(F)cc2)=C(O)C1
11	-22	COc1ccc(/C=C/C(=O)N(C(C)C)C(C)C)cc1Br
0	-57	CCOc1ccccc1N1CCN(C(=O)c2cc3c(C)cc(C)cc3[nH]2)CC1
19	-30	COC(=O)C1CC(Cl)CN1c1ncc(C(F)(F)F)cc1Cl (centres undefined)
6	11	Cc1cc(Cl)ccc1OCC(=O)Nc1cccc(S(=O)(=O)N2CCCC2)c1
0	39	COC(=O)c1c(C)[nH]c(C(=O)COC(=O)CCNS(=O)(=O)c2cccc(C(F)(F)F)c2)c1C
1	-7	NC(=O)N1CCC2(CC1)NC(=O)N(c1ccccc1)N2
4	-13	COc1ccccc1CN1CC(C(=O)NCc2nccn2C)CCC1=O (centres undefined)
18	7	Cc1onc(-c2c(F)cccc2Cl)c1C(=O)Nc1cccc(S(=O)(=O)NCc2ccco2)c1
13	-27	O=C1CCc2ccc(OCCCCN3CCN(c4cccc(Cl)c4Cl)CC3)cc2N1
33	-19	CCc1cccc(CC)c1NC(=O)COC(=O)c1ccc2c(c1)S(=O)(=O)c1ccccc1C2=O
16	-33	O=C(c1ccc(-c2ccccc2Cl)o1)N1CCN(c2ccccc2O)CC1
24	-23	O=C(Nc1cc(C(F)(F)F)ccc1-n1cncn1)c1ccc(Cl)cc1
9	-27	Cn1cc(S(=O)(=O)N2CCc3ccccc3C2)c(=O)n(C)c1=O
29	-3	CN(C)Cc1c(O)ccc2c(-c3ccccc3)cc(=O)oc12
8	-15	Cc1cc(Br)c(OCC(=O)NN)c2c1CCC2
10	-5	CC1(C)CC(=O)C(C2(O)C(=O)Nc3ccccc32)CO1 (centres undefined)
9	-26	CCN(Cc1ccccc1)C(c1ccc(C(F)(F)F)cc1)c1nnnn1C(C)(C)C (centres undefined)
33	-31	O=C(NCC(c1ccco1)N1CCc2ccccc2C1)c1cccc(Br)c1 (centres undefined)
31	-27	CCC/C(O)=C1\C(=O)CCCC1=NCCc1c(C)[nH]c2ccc(OC)cc12
21	-15	COCCNC(=O)C(=O)NNC(=O)c1ccccc1OC
7	7	CCOc1ccc(N(CC(=O)Nc2cc(C)ccc2C)S(=O)(=O)c2c(C)[nH]c(=O)[nH]c2=O)cc1
9	15	CCOC(=O)c1[nH]c(C)c(C(=O)N(C)C)c1C
18	-3	O=CN1CCN(C2CC(=O)N(c3ccc(Br)cc3)C2=O)CC1 (centres undefined)
23	-11	COc1ccc(C)cc1S(=O)(=O)NNc1nc(C)cc(C)n1
22	-24	CC[C@@H]1[C@H]2CCCC(=O)N3CC[C@@H](C[C@@H]1Nc1ccccc1)[C@@H]23
1	-16	COc1ccc(N(C(=O)C2CCCCC2)C2C=CS(=O)(=O)C2)c(OC)c1 (centres undefined)
17	1	O=[N+]([O-])c1ccc(C(O)CN=Cc2ccc(O)cc2O)cc1 (centres undefined)
3	5	CC[C@]12c3[nH]c4cc(CCC(=O)N(C)C)ccc4c3CCN1C(=O)[C@@H](CC(=O)NCCN1CCOCC1)C[C@@H]2C(=O)N1CCN(C(=O)c2ccco2)CC1
33	-9	Cn1cccc1/C=C1\SC(=S)N(CC(=O)O)C1=O
5	-2	COc1cc(/C=N/NC(=O)CCN2CCCCC2)ccc1O
19	-12	CC(C)C(=O)Nc1ccc2c(c1)Cc1cc(NC(=O)C(C)C)ccc1-2
7	-8	CN(Cc1ccccc1)c1ccc(C(CC(N)=O)NC(=O)Cc2cccc3ccccc23)cc1[N+](=O)[O-] (centres undefined)
6	-29	O=c1c2cc(N3CCOCC3)ccc2[nH]c(=S)n1Cc1ccc(Cl)cc1

In a second layout: results already given.
canonical_smiles | OX1R antag-1 | OX1R antag-2
O=C1CCc2ccc(OCCCCN3CCN(c4cccc(Cl)c4Cl)CC3)cc2N1 | 13 | -27
CCc1cccc(CC)c1NC(=O)COC(=O)c1ccc2c(c1)S(=O)(=O)c1ccccc1C2=O | 33 | -19
O=C(c1ccc(-c2ccccc2Cl)o1)N1CCN(c2ccccc2O)CC1 | 16 | -33
O=C(Nc1cc(C(F)(F)F)ccc1-n1cncn1)c1ccc(Cl)cc1 | 24 | -23
Cn1cc(S(=O)(=O)N2CCc3ccccc3C2)c(=O)n(C)c1=O | 9 | -27
CN(C)Cc1c(O)ccc2c(-c3ccccc3)cc(=O)oc12 | 29 | -3
Cc1cc(Br)c(OCC(=O)NN)c2c1CCC2 | 8 | -15
CC1(C)CC(=O)C(C2(O)C(=O)Nc3ccccc32)CO1 (centres undefined) | 10 | -5
CCN(Cc1ccccc1)C(c1ccc(C(F)(F)F)cc1)c1nnnn1C(C)(C)C (centres undefined) | 9 | -26
O=C(NCC(c1ccco1)N1CCc2ccccc2C1)c1cccc(Br)c1 (centres undefined) | 33 | -31
CCC/C(O)=C1\C(=O)CCCC1=NCCc1c(C)[nH]c2ccc(OC)cc12 | 31 | -27
COCCNC(=O)C(=O)NNC(=O)c1ccccc1OC | 21 | -15
CCOc1ccc(N(CC(=O)Nc2cc(C)ccc2C)S(=O)(=O)c2c(C)[nH]c(=O)[nH]c2=O)cc1 | 7 | 7
CCOC(=O)c1[nH]c(C)c(C(=O)N(C)C)c1C | 9 | 15
O=CN1CCN(C2CC(=O)N(c3ccc(Br)cc3)C2=O)CC1 (centres undefined) | 18 | -3

Continuation:
OX1R antag-1	OX1R antag-2	mol
18	-8	Cc1ccc2oc(=O)cc(CN3CC(C)OC(C)C3)c2c1 (centres undefined)
14	-18	CC(C)C(=O)Nc1cccc(NC(=S)NC(=O)c2ccc3c(c2)OCO3)c1
10	4	COc1ccc(N=Cc2cccc(C)c2O)cc1Cl
1	-26	COc1cccc(-n2cnnc2SCC(=O)NC2CC2)c1
3	-33	COc1cc(-c2[nH]ncc2CN2CCN(Cc3cccs3)CC2)cc(OC)c1OC
24	-21	Cn1c(N2CCOCC2)nc2c1c(=O)n(Cc1ccc(Cl)c(Cl)c1)c(=O)n2C
17	-9	COc1ccc(CNC(=O)C[C@H]2C(=O)N(c3ccccc3)C[C@@H]2Cc2ccccc2)cc1
18	-15	COc1ccc(C)cc1S(=O)(=O)N(CC(=O)O)c1ccccc1
18	-18	COc1ccc(NC(=O)COC(=O)c2ccc(N3CCCC3=O)cc2)cc1OC
9	-17	COCCn1c(SCC(=O)Nc2ccccc2OC)nc2ccccc21
15	-8	Cc1[nH]c2ccccc2c1/C=N/NC(=O)CCC(=O)Nc1ccccc1
25	-22	COc1ccc(OCCN2CCN(C(=O)c3ccc(OC)cc3)CC2)cc1
-1	-4	O=C1CC(C(=O)Nc2ccccc2)S/C(=N\NC(=O)c2ccccc2Cl)N1 (centres undefined)
4	-23	COc1ccc(NC(=O)c2c(NC(=O)CNCC(C)C)sc3c2CCC3)c(OC)c1
12	-14	CCOC(=O)c1c(C)c(C(=O)Nc2ccc3c(c2)OCO3)c(C)n1C
46	-29	CN(C)C(CNc1ccc([N+](=O)[O-])cc1C#N)c1ccccc1 (centres undefined)
18	-14	NC(=O)C1CCN(C(=O)CNC(=O)c2ccc(Br)o2)CC1
11	-35	O=C1c2ccccc2S(=O)(=O)N1CCS(=O)(=O)c1ccc(F)cc1
13	-26	O=C1N(c2ccccc2)C(c2ccccc2)C12CCCCC2 (centres undefined)
14	-24	C/C(=N\NC(=O)C(O)c1ccccc1)c1ccc(Br)s1 (centres undefined)
2	-18	CCOC(=O)c1ccccc1NC(=O)CN1C(=O)c2ccccc2S1(=O)=O
39	-8	CC1=NN(C(N)=S)C(=O)C1N=Nc1c(Cl)cc([N+](=O)[O-])cc1Cl (centres undefined)
7	-43	CCOC(=O)C1(Cc2cccc(OC)c2)CCN(Cc2cccn2-c2ccccn2)CC1
11	-23	O=C1Cc2cc(NS(=O)(=O)c3ccc(F)cc3)cc3c2N1CCC3
11	-19	NC(=O)C1(N2CCCCC2)CCN(C2CC(=O)N(Cc3ccc(N4CCCC4=O)cc3)C2=O)CC1 (centres undefined)
18	-12	COc1cccc(NC(=O)c2cccs2)c1
6	-21	Cc1cc(C(F)(F)F)nn1CC(=O)NNC(=S)Nc1ccc(Cl)cc1
7	-28	COc1ccc(CCNC(=S)NC(=O)c2cccc([N+](=O)[O-])c2)cc1OC
26	-12	CCCn1c(=O)c(C(=O)NCc2ccncc2)c(O)c2ccccc21
13	-12	CCCCc1nnc(NC(=O)CN2C(=O)C3CCCCC3C2=O)s1 (centres undefined)
27	-24	COC(=O)c1c(NC(=O)CN2CCC3(O)CCCCC3C2c2ccc(OC)cc2OC)sc(C)c1C (centres undefined)
8	3	Cc1nn(-c2nc(-c3ccco3)cc(C(F)(F)F)n2)c(C)c1Br
38	-6	CS(=O)(=O)c1ccc2sc(NC(=O)c3cc4ccccc4o3)nc2c1
7	-19	Cc1ccc(S(=O)(=O)Nc2ccccc2)cc1C(=O)N1CCCC1
25	-12	Cc1ccc(CSCC(=O)Nc2ccc(N3CCOCC3)cc2N2CCOCC2)cc1
6	-4	Cc1ccc(S(=O)(=O)N(C)C)cc1NC(=O)C(C)OC(=O)c1cc[n+]([O-])cc1 (centres undefined)
7	-4	Cc1cc(N2C(=O)CC(Cc3ccc(Cl)cc3)C2=O)no1 (centres undefined)
29	-18	COc1ccc(-c2ccnc(-c3ccc(OCCCF)cc3)n2)cc1
6	-1	CCOc1ccc(NC(=O)c2ccccc2OCC(=O)c2ccccc2)cc1
42	-26	O=C(Cn1nc2ccccc2n1)N/N=C/c1cc([N+](=O)[O-])ccc1O
11	-1	CCn1c(Cc2ccccc2)nnc1SCc1cccc(C(=O)O)c1
11	-12	Cc1cc(C(=S)N2CCOCC2)c(C)n1-c1ccc(F)cc1
8	0	Cc1cc(C)cc(OCC(=O)OCC(=O)Nc2cc(S(=O)(=O)N3CCOCC3)ccc2Cl)c1
10	-6	COC(=O)C(C)Oc1ccc2c3c(c(=O)oc2c1)CCCCC3 (centres undefined)
14	-14	CC(=O)Nc1ccc(NC(=O)Cc2ccc(F)cc2)cc1
18	-36	Cc1ccc(-c2nnn(CC(=O)N(Cc3ccccc3F)C(C(=O)NC3CCCC3)c3ccncc3)n2)o1 (centres undefined)
14	-15	Cc1nc(Cl)sc1C(=O)Nc1cccc2ccccc12
22	-17	COC(=O)[C@H](C)NC(=O)Nc1cccc(C(F)(F)F)c1
27	-8	O=C(NCCc1c[nH]c2ccccc12)c1ccc(-n2cnnn2)cc1
13	-16	COc1ncc(C2=CC(=O)CC(C)(C)C2)cn1

Other entries:
OX1R antag-1	OX1R antag-2	mol
27	5	COCCCNC(=O)COC(=O)c1ccc(-c2nc3ccccc3s2)s1
11	1	Cc1ccc(OCC(=O)OC(C)CN2CCCCC2)cc1 (centres undefined)
14	-15	O=C(CSc1nc2cc(Cl)ccc2s1)c1ccco1
50*	-9	O=C1C=C(Nc2ccc(F)cc2)c2ccccc2C1=O
38	9	CC(C)Oc1ccc(/C=C(/NC(=O)c2ccccc2)C(=O)NC(Cc2ccccc2)C(=O)O)cc1 (centres undefined)
0	-9	C[C@H](CO)N1C[C@H](C)[C@@H](CN(C)S(C)(=O)=O)Oc2ccc(NC(=O)CCN3CCOCC3)cc2C1=O
31	-17	O=C(O)C1=C(C(=O)Nc2cccc(C(F)(F)F)c2)CCCC1
26	-17	COc1ccc(CCN(C)C(=O)C2CCN(Cc3ccccc3)CC2)cc1OC
-29	-8	Cc1ccc(OCC(=O)Nc2ccc(CN3CCOCC3)cc2)cc1
18	-28	COc1ccccc1CCNC(=O)C(=O)NCC1OCCN1C(=O)c1ccc(Cl)cc1 (centres undefined)
14	-18	CC1=CN2C(=N)/C(=C\c3cn(CCCOc4ccccc4)c4ccccc34)C(=O)N=C2S1
8	-7	CC(C(=O)c1ccc(-c2ccccc2)cc1)[n+]1cccc(Br)c1 (centres undefined)
36	-16	CCCCCc1ccc(C(=O)CCCC)c(=S)[nH]1
34	-26	CCOc1ccc2c(c1)C(c1ccccc1)=NNC(c1ccccc1)=N2
15	-16	COc1ccc(C(=O)Nc2ccccn2)cc1
3	1	COc1ccc(N(CC(=O)NCCSCc2c(F)cccc2Cl)S(C)(=O)=O)cc1OC
22	-15	CC(Sc1nnc(Nc2ccccc2)s1)C(=O)Nc1nc(-c2ccccc2)cs1 (centres undefined)
19	-13	N#Cc1c(N)oc(-c2ccco2)c1-c1ccco1
11	-46	COc1cc(C(=O)OCC(=O)NCCC2=CCCCC2)ccc1OCC(C)C
